Screens as filed in PubChem BioAssay.
RGS8-Gao reg: human RGS8-Galphao interaction regulation; P09471; multiplexed bead flow cytometry, RGS8-Galphao binding; actives lie on both sides; response (percent of control binding), % at 10 µM; hit rate 0.34% among 220,000; AID 1423; in the data active = response below about 60% or above about 140%; inactive = in between;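 note: Galphao activated as the GDP aluminium fluoride complex binding bead-coupled RGS8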
Mcl1-Noxa inh: disrupts binding of human Mcl-1 to Noxa peptide; Q07820; TR-FRET Mcl-1/Noxa peptide binding, 2 h; inhibition, % at 21.7 µM; hit rate 1.5% among 220,000; AID 1022;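 active = compounds that cut the protein-peptide binding signal by more than 50% relative to plate controls in a single-dose test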;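 note: His-tagged Mcl-1 with rhodamine Noxa BH3 peptide and terbium anti-His antibody; 0% = Mcl-1 plus Noxa peptide wells and 100% = peptide-only wells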
Target sequence (Q07820 whole entry, looked up): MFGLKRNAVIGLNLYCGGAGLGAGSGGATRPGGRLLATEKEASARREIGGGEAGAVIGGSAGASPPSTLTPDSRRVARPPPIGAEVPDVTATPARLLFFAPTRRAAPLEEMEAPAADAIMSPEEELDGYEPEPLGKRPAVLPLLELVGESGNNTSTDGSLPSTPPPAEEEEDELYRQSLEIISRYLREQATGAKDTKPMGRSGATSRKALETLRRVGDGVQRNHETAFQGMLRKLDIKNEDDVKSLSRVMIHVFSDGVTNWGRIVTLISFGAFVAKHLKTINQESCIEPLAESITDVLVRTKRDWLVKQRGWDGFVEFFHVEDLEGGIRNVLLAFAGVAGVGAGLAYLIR
RGS7-Gao reg: modulates binding of RGS7 to human Galphao | Multiplexed bead flow cytometry; actives lie on both sides | binding response (% of control), % at 10 µM | hit rate 0.35% among 220,000 | AID 1439; in the data active = binding response below about 49% or above about 150%; inconclusive = no clear call, values can overlap the other calls; inactive = in between;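 note: fluorescent Galphao held in activated GDP-AlF4 state binding bead-coupled RGS7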
ABCG2 inh: blocks JC-1 efflux by human ABCG2 transporter | Q9UNQ0 | IgMXP3 cells, flow cytometry | AID 1325 | hit rate 0.1% among 190,000 | inhibition, % at 6.6 µM;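 active = inhibition above 80%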;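 note: 0% = DMSO and 100% = nicardipine control wells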
Target sequence (Q9UNQ0 whole entry, looked up): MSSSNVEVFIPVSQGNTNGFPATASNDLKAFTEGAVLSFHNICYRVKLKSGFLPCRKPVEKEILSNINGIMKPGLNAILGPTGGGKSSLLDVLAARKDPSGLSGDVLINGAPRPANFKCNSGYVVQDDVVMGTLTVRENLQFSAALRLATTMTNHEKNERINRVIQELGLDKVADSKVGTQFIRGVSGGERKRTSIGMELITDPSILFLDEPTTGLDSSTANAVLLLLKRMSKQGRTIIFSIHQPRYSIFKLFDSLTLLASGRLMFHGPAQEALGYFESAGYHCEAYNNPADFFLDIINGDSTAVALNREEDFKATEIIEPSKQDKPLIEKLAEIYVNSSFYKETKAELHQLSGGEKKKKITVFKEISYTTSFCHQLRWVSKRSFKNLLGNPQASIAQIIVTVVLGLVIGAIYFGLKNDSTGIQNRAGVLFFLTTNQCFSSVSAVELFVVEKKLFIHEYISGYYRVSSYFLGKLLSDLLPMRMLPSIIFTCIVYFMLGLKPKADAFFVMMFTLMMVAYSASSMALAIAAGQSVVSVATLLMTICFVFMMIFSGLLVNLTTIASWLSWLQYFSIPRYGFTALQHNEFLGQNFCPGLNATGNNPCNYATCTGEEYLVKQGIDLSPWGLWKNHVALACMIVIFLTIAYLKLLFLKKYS
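Times: 10 min at 25 °C | Test system: Two drug-resistant human cell lines, ABCG2 and ABCB1 | Quantity: 3 million cells/mL final, two lines in 1:1 ratio | Signal: Flow cytometry, 530 nm JC-1 signal | Dosing: Compound at 6.6 µM | Controls: Nicardipine and DMSO wells | Reagent: JC-1 as fluorescent efflux pump substrate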
Bim-Mcl-1: disrupts Bim peptide binding to human Mcl-1; hit rate 0.1% among 190,000; Bead-based flow cytometry, Bim peptide-Mcl-1 binding; inhibition, % at 10 µM; Q07820; in the data active = inhibition above about 40%;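 note: 0% = no compound tracer wells and 100% = peptide blocker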
GSH fluor: GSH bead compound fluorescence profile; GSH beads flow cytometry, compound fluorescence 488/530 nm; active compounds read high; fluorescence (KMESF) at 10 µM; hit rate 0.25% among 190,000; AID 1776; in the data active = fluorescence above about 89;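 note: glutathione beads carrying GST-tagged Bcl family fusion proteins plus one bare bead set; values are compound well signal with DMSO vehicle wells as background; inactives centre near 16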
Pf gamet viab: P. falciparum stage V gametocyte viability inhibition; P. falciparum stage V gametocytes, ATP luminescence, 24 h; inhibition, % at 10.9 µM; hit rate 0.065% among 150,000; AID 743093;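 active = inhibition above the mean plus 3 SD of compounds within the control limits, set per campaign, cut at about 38% in these data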;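 note: 0% = DMSO wells and 100% = medium only without gametocytes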
Avidin fluor: avidin bead compound fluorescence profile. Avidin beads, compound fluorescence 488/530 nm, flow cytometry; active compounds read high. fluorescence (KMESF) at 10 µM. hit rate 0.38% among 220,000. AID 1775; in the data active = fluorescence above about 47; note: inactives centre near 10
ABCB1 inh: inhibitors of human ABCB1 transporter, ABCG2 counter-screen. P08183. CCRF-Adr cells, JC-1 efflux, flow cytometry. inhibition, % at 6.6 µM. hit rate 0.067% among 190,000; in the data active = inhibition above about 40%;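 note: 0% = vehicle and 100% = reference inhibitor; higher value means more JC-1 retained so stronger ABCB1 efflux block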
Mcl1-Bid inh: Mcl-1/Bid interaction inhibition; inhibition, % at 21.7 µM; hit rate 0.97% among 220,000; Q07820; TR-FRET Mcl-1/Bid-Dy647 peptide binding, 1536-well;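 active = compounds that cut the binding signal by more than half at the single screening dose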;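 note: His-tagged Mcl-1 with europium anti-His antibody binding Bid BH3 peptide; 0% = Mcl-1 plus peptide wells and 100% = peptide-only wells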
RGS4-Gao reg: human RGS4-Galphao interaction regulation; AID 1415; Multiplexed bead flow cytometry, RGS4-Galphao binding; actives lie on both sides; binding response (% of control), % at 10 µM; hit rate 0.33% among 220,000; in the data active = binding response below about 49% or above about 150%; inactive = in between;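 note: fluorescent Galphao activated with aluminum fluoride binding bead-coupled RGS4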
Starred values were filed as active, the others as inactive; ? = inconclusive; nt = no result given.

SMILES | RGS8-Gao reg | Mcl1-Noxa inh | RGS7-Gao reg | ABCG2 inh | Bim-Mcl-1 | GSH fluor | Pf gamet viab | Avidin fluor | ABCB1 inh | Mcl1-Bid inh | RGS4-Gao reg
CCCn1c(CNC(=O)c2ccccc2)nc2ccccc21 | 100 | 18 | 103 | 2 | 0 | 17 | 3 | 10 | 0.7 | -10 | 101
CC(=O)Nc1ccc(Cl)c(C(N)=O)c1 | 98 | 24 | 98 | 3 | -2 | 38 | -11 | 9 | 0.7 | 14 | 105
CCOC(=O)N1CCN(C(=O)c2cc(COc3ccc4ncccc4c3)on2)CC1 | 100 | 12 | 99 | 1 | -3 | 12 | 11 | 12 | 0.5 | -5 | 99
COc1ccc(-c2nnc(SCC(=O)NC3CCCCC3)o2)cc1OC | 100 | -26 | 103 | 5 | 0 | 12 | nt | 4 | 0.8 | -32 | 100
COc1cccc(C(=O)NC2CCN(C(=O)N3CCCCC3)CC2)c1 | 101 | -8 | 100 | 1 | -4 | 35 | nt | 11 | 0.2 | -12 | 98
Cc1ccc(NC(=S)Nc2ccc(S(=O)(=O)N3CCOCC3)cc2)cc1S(=O)(=O)N1CCOCC1 | 103 | 18 | 104 | -1 | -1 | 23 | -8 | 11 | -0.4 | -27 | 102
COc1ccc(/C=N/NC(=O)C(C)n2nnc3ccccc32)cc1OC (stereo not given) | 102 | -7 | 102 | 8 | -2 | 44 | 1 | 13 | 0.2 | -35 | 101
COCC(C)NC(=O)CCS(=O)(=O)c1nc(-c2ccc(OC)cc2)cc(C(F)(F)F)n1 (stereo not given) | 96 | 14 | 102 | 3 | 0 | 63 | nt | 11 | 0.4 | -35 | 95
COc1ccc(CN2CCCC(CNC(=O)c3ccc(F)cc3)C2)cc1OC (stereo not given) | 105 | 7 | 111 | 3 | -3 | 11 | nt | 3 | 0.6 | -23 | 103
C[C@H](NS(=O)(=O)c1ccc(Cl)c(Cl)c1)C(=O)OCc1cc(=O)n2cc(Br)ccc2n1 | 102 | 30 | 92 | 0 | -2 | 15 | nt | 15 | 1.3 | -37 | 90
Cc1ccc(S(=O)(=O)N2CCc3ccccc3C2CC(=O)O)cc1 (stereo not given) | 103 | 12 | ? | nt | nt | nt | -9 | 5 | nt | 13 | 105
O=C(N=C1N=C2C=CC(Br)=CN2Cc2ccccc21)c1ccc([N+](=O)[O-])cc1[N+](=O)[O-] | 105 | 2 | ? | nt | nt | nt | -22 | 6 | nt | -7 | 105
CC(=O)Nc1ccc(S(=O)(=O)Nc2nccc(C3Cc4ccccc4C(=O)O3)n2)cc1 (stereo not given) | 100 | 9 | 100 | 0 | 0 | 11 | nt | 9 | 0.1 | -9 | 101
Cn1c(=O)cc(SCC(=O)NCC2CCCO2)c2ccc(Cl)cc21 (stereo not given) | 103 | -2 | 100 | 2 | -3 | 33 | nt | 7 | 0.3 | 2 | 102
O=C1C(C=NCC2CCCO2)=C(O)c2ccccc21 (stereo not given) | 100 | 6 | 101 | 3 | 2 | 51 | nt | 8 | 0.6 | -4 | 101
O=C(Cn1ccc2ccccc21)Nc1ccc2c(c1)OCO2 | 98 | 14 | ? | 5 | 0 | 20 | 1 | 10 | 0.4 | -29 | 101
Nc1ccc(C(=O)OCC(=O)N2CCOCC2)cc1[N+](=O)[O-] | 102 | -2 | 96 | 2 | 1 | 12 | nt | 13 | 0.1 | -8 | 98
CCn1cc(C(=O)N2CCN(Cc3ccc4c(c3)OCO4)CC2)c(=O)c2ccc(C)nc21 | 97 | -21 | 95 | 2 | 0 | 33 | nt | 6 | 1.0 | -12 | 96
CC(C)NC(=O)COC(=O)c1ccc(Cl)c(S(N)(=O)=O)c1 | 99 | 2 | 101 | 5 | 0 | 12 | 8 | 22 | 0.8 | 5 | 99
NS(=O)(=O)c1ccc(NC(=S)N2CCN(c3ccccc3Cl)CC2)cc1 | 121 | 11 | 114 | 24 | 3 | 12 | -18 | 15 | 1.9 | -50 | 112
COc1cc(CN2CCN(C(=O)c3ccc(-c4ccccc4)cc3)CC2)cc(OC)c1OC | 107 | 36 | 113 | 4 | 1 | 16 | -37 | 10 | 1.7 | 42 | 109
CN(CC(=O)N1CC=C(c2ccccc2)CC1)S(=O)(=O)c1ccc2c(c1)c(=O)n(C)c(=O)n2C | 99 | 24 | 100 | 2 | 0 | 25 | nt | 6 | 0.8 | -8 | 96
COc1cc(C)ccc1OCCCON1C(=O)CCC1=O | 103 | 22 | 103 | 8 | -3 | 39 | -6 | 11 | -0.8 | -32 | 103
Cn1nc(-c2ccccc2)c(C(=O)NCC(=O)O)c1Cl | 102 | 11 | 101 | 0 | -1 | 10 | nt | 24 | 0.2 | -8 | 96
Cc1ccc(C(=O)N2CCN(C(=O)N3CCOCC3)CC2)cc1 | 111 | -5 | 114 | 3 | -2 | 28 | -5 | 13 | 0.5 | -10 | 115
Next records
SMILES | RGS8-Gao reg | Mcl1-Noxa inh | RGS7-Gao reg | ABCG2 inh | Bim-Mcl-1 | GSH fluor | Pf gamet viab | Avidin fluor | ABCB1 inh | Mcl1-Bid inh | RGS4-Gao reg
CCOC(=O)c1ccc(N2C(=O)c3n[nH]c(C)c3C2c2ccco2)cc1 (stereo not given) | 100 | -11 | 99 | 2 | 0 | 41 | nt | 6 | 0.4 | -43 | 101
COCCn1c(SCC(=O)c2c(N)n(C)c(=O)n(C)c2=O)nc2ccccc21 | 99 | 13 | 98 | 2 | -3 | 8 | 2 | 20 | 0.3 | -11 | 97
OC(CN1CCOCC1)Cn1c(-c2cccc(Cl)c2)nc2ccccc21 (stereo not given) | 100 | -27 | 99 | 1 | 0 | 22 | 5 | 15 | 0.3 | -29 | 99
O=C(O)CCc1ccc(S(=O)(=O)NCCc2ccccc2)cc1 | 102 | 13 | 105 | 1 | -1 | 18 | nt | 40 | 0.2 | -1 | 103
CCO[C@H]1OC(C(=O)NCc2ccccc2)=C[C@@H](c2ccc(Br)cc2)[C@@H]1CCCO | 101 | 5 | 103 | 6 | -2 | 20 | nt | 6 | 1.8 | 9 | 98
CCc1ccc(NC2CC(=O)N(CCc3ccc(OC)c(OC)c3)C2=O)cc1 (stereo not given) | 102 | 17 | 106 | 2 | 1 | 17 | -27 | 7 | 0.9 | -30 | 103
Cc1cc(NS(=O)(=O)c2ccccc2)n(-c2ccccc2)n1 | 96 | 9 | 99 | 0 | -3 | 24 | -11 | 17 | 1.0 | -15 | 99
COc1ccc(-n2c(=S)[nH]c3cc(C(=O)NCCCN4CCCC4=O)ccc3c2=O)cc1OC | 101 | 2 | 103 | 0 | -5 | 28 | nt | 10 | -0.2 | 18 | 103
Cc1ccccc1-n1c(SCc2csc(Nc3ccccc3)n2)nnc1-c1cccnc1 | 101 | 13 | 102 | 19 | 5 | 15 | -4 | 7 | 11 | -21 | 96
c1ccc(CC2CCN(C3=Nc4cccc5cccc3c45)CC2)cc1 | 105 | 26 | 104 | 21 | -3 | 26 | nt | 19 | 4.2 | -9 | 108
Cc1nn2c(NCCCN(C)C)c3c(nc2c1-c1ccccc1)CCC3 | 126 | 3 | 118 | 52 | -5 | 36 | nt | 9 | -0.8 | -9 | 119
Cc1nn(Cc2ccc(F)cc2)c(C)c1NC(=O)C1c2ccccc2Oc2ccccc21 | 100 | -19 | 101 | 2 | -4 | 16 | -24 | 16 | 1.1 | 45 | 95
COC(=O)c1cc(N2CCN(C)CC2)nc2ccccc12 | 96 | 29 | 98 | 0 | 1 | 15 | nt | 8 | -0.1 | 24 | 97
Nc1nc(N)c2ncc(C(=O)CCc3ccccc3)nc2n1 | 99 | 24 | ? | 13 | 3 | 20 | 6 | 11 | 0.2 | -14 | 98
CC12CCC(C(=O)NCc3ccc4c(c3)OCO4)(C(=O)C1=O)C2(C)C (stereo not given) | 98 | 11 | 101 | 1 | -2 | 5 | nt | 10 | 0.5 | -9 | 101
CCC1CC(CSc2ncn[nH]2)OC1=O (stereo not given) | 96 | 1 | 97 | 0 | 0 | 11 | nt | 18 | 0.1 | -21 | 96
Cn1c(N2CCCC2)nc2c1c(=O)n(Cc1cccc(F)c1)c(=O)n2C | 99 | 18 | 92 | 9 | -4 | 10 | 16 | 13 | 1.0 | -50 | 88
O=C(Nc1ccc(-c2cn3ccsc3n2)cc1)c1ccc(F)c(S(=O)(=O)N2CCOCC2)c1 | 94 | -6 | 91 | -1 | -1 | 18 | -2 | 13 | -0.4 | -27 | 91
Cc1ccccc1NC(=O)N1C2CCCC1CC(NC(=O)C1CC1)C2 (stereo not given) | 96 | -8 | 100 | 3 | -6 | 22 | nt | 17 | -0.8 | -9 | 101
CCOC(=O)CC(=O)Nc1c(C)cc(C)cc1C | 104 | -25 | 102 | 3 | -2 | 15 | nt | 12 | 0.4 | 1 | 102
Cc1ccc(-n2c(SCC(=O)Nc3ccc4c(c3)OCO4)nnc2-c2ccoc2C)cc1 | 98 | 8 | 93 | 2 | 1 | 36 | nt | 9 | 1.1 | -13 | 100
COc1cc(C(=O)NCCCc2nc3ccccc3n2Cc2cc(C)ccc2C)cc(OC)c1OC | nt | 21 | nt | 8 | -2 | 17 | nt | nt | 6.6 | 2 | nt
Cc1[nH]n(-c2ccccc2)c(=O)c1C(=O)c1ccc(Cl)cc1 | 99 | 8 | ? | nt | nt | nt | -12 | 8 | nt | -24 | 101
Cn1c(CNC(=O)Nc2ccccc2Cl)nnc1SCc1ccccc1 | 100 | -5 | 99 | 4 | -2 | 29 | nt | 10 | 1.1 | -3 | 97
O=C(COC(=O)C1CCC1)Nc1ccc(Oc2ccccc2)cc1 | 103 | -13 | 102 | 5 | -3 | 43 | 3 | 8 | -0.4 | -12 | 102
N#CCC(=O)Nc1ccc(C(=O)OCC(=O)Nc2ccccc2-c2ccccc2)cc1 | 94 | -9 | ? | 1 | 1 | 10 | 9 | 9 | -0.4 | -36 | 94
O=C(CC(=O)N/N=C/c1c(F)cccc1Cl)NCc1ccccc1 | 98 | 18 | 96 | 2 | -1 | 27 | 0 | 9 | 0.5 | -18 | 101
CS(=O)(=O)N(CC(=O)NCc1ccco1)c1ccc(Cl)cc1Cl | 88 | 4 | 93 | 1 | -28 | 10 | -18 | 17 | 0.7 | 2 | 95
CC1(C)NC(=O)N(CC(O)COc2cccc(F)c2)C1=O (stereo not given) | 102 | 17 | 103 | 1 | -1 | 22 | nt | 8 | 0.2 | -12 | 103

Profiles as entered above:
N#CCC(=O)Nc1ccc(C(=O)OCC(=O)Nc2ccccc2-c2ccccc2)cc1 is entered as RGS8-Gao reg = 94; Mcl1-Noxa inh = -9; RGS7-Gao reg = ?; ABCG2 inh = 1; Bim-Mcl-1 = 1; GSH fluor = 10; Pf gamet viab = 9; Avidin fluor = 9; ABCB1 inh = -0.4; Mcl1-Bid inh = -36; RGS4-Gao reg = 94
OC(CN1CCOCC1)Cn1c(-c2cccc(Cl)c2)nc2ccccc21 (stereo not given) is entered as RGS8-Gao reg = 100; Mcl1-Noxa inh = -27; RGS7-Gao reg = 99; ABCG2 inh = 1; Bim-Mcl-1 = 0; GSH fluor = 22; Pf gamet viab = 5; Avidin fluor = 15; ABCB1 inh = 0.3; Mcl1-Bid inh = -29; RGS4-Gao reg = 99

This is a random part of the collection; 3.3% or so of the library scored in one or more.
